Apaf1 inhib: inhibitors of human Apaf-1 apoptosome | O14727 | inhibition, % at 20 µM | actives 0.71% (n = 330,000) | reconstituted apoptosome caspase-3 activity, DEVD-Rh110 fluorescence | AID 489030; active = inhibition of at least 40% at 20 µM;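 note: plate controls were DMSO wells for no effect and DEVD-CHO caspase inhibitor wells for full effect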
Target sequence (O14727 whole entry, looked up): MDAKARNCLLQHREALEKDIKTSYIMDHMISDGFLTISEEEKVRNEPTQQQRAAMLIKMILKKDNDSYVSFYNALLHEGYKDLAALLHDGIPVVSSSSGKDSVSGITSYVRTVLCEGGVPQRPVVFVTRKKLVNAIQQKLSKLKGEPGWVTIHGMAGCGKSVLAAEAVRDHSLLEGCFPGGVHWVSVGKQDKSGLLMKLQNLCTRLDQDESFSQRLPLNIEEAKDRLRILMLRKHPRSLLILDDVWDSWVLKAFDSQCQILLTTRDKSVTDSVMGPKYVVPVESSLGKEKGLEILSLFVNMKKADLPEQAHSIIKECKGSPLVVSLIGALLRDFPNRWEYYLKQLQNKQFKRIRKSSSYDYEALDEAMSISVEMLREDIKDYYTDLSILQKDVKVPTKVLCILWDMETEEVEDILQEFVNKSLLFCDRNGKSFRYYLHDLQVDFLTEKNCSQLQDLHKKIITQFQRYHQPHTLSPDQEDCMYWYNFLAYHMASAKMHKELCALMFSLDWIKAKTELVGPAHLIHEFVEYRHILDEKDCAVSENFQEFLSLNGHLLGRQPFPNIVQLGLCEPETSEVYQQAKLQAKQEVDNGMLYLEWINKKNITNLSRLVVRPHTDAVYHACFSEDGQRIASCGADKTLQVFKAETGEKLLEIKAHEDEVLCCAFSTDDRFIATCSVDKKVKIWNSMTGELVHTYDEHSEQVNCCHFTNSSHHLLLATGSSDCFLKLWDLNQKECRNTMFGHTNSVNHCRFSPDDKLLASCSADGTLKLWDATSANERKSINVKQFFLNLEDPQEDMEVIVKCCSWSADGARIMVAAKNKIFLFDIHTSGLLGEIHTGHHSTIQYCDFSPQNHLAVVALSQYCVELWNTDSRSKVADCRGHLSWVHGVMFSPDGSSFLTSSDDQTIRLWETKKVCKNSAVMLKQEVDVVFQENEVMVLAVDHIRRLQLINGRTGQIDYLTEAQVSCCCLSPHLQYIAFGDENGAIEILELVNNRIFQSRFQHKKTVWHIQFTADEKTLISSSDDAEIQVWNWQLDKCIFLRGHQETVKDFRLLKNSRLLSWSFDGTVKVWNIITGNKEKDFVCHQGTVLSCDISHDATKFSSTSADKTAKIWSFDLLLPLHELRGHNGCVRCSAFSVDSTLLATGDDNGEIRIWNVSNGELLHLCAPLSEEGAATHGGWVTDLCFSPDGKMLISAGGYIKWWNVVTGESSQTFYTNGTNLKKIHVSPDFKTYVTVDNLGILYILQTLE
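System: reconstituted apoptosome with Apaf-1, cytochrome c, caspase-9, procaspase-3, dATP; Signal: Rh110 fluorescence intensity; Schedule: 30 min compound preincubation, 50 min activation, room temperature; Reagent: cytochrome c trigger plus (Z-DEVD)2-Rh110 caspase-3 substrate.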
UBC13 polyUb: blocks human UBC13 polyubiquitin chain formation | AID 485273 | P61088 | inhibition, % at 20 µM | actives 0.47% (n = 330,000) | TR-FRET; in the data active = inhibition above about 45%, passing the limit was not always enough
Gli-Sufu antag: blocks Gli-Sufu signaling in a luciferase reporter; inhibition, % at 5 µM; AID 588413; actives 0.74% (n = 340,000); Sufu-KO-LIGHT fibroblasts, Gli luciferase reporter luminescence;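 active = inhibition above about 55%, limit read from the data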;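 note: 0% = DMSO-treated cells and 100% = wells with medium but no cells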
SENP8 inh: SENP8 protease inhibition | purified SENP8, Z-RLRGG-aminoluciferin cleavage, luminescence | actives 1.2% (n = 330,000) | Q96LD8 | inhibition, % at 10 µM
EBI2 block: EBI2 (human) antagonism. actives 0.81% (n = 360,000). inhibition, % at 5 µM. EBI2 beta-arrestin recruitment, luminescence, 7a,25-OHC stimulated. AID 651636. P32249; in the data active = inhibition above about 38%;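 note: enzyme fragment complementation signal reports receptor beta-arrestin coupling in cells; 0% = agonist plus DMSO wells and 100% = wells without agonist; some results beyond the cut were filed as inactive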
697 NFkB inh: inhibitors of the PMA/ionomycin-induced NF-kB reporter in 697 B cells | 697 B-cell NF-kB luciferase reporter, 16 h | inhibition, % at 4 µM | actives 0.33% (n = 330,000) | AID 435022; in the data active = inhibition above about 35%
Jurkat NFkB inh: lowers PMA/ionomycin-induced NF-kB signal in Jurkat cells. inhibition, % at 4 µM. actives 0.53% (n = 330,000). PMA/ionomycin-induced NF-kB luciferase reporter, luminescence
CCR6 antagonist: antagonists of human CCR6 receptor. CHO-K1 CCR6 PathHunter beta-arrestin, luminescence, CCL20-stimulated. inhibition, % at 20 µM. actives 0.49% (n = 340,000);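 active = compounds whose inhibition of the agonist-driven luminescence signal at 20 µM reaches about 50%, limit read from the data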;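 note: cells stimulated with CCL20 at 14 nM final; plate controls were DMSO with CCL20 for no effect and DMSO without agonist for full effect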
Active calls of the source: *; x = not tested or not shown. Cut-off read from the data, not from the text of the source, unless noted: active = inhibition above about 50%; inactive = the rest. A portion of the library. The share of hits here may be higher or lower than overall.

SMILES	Apaf1 inhib	UBC13 polyUb	Gli-Sufu antag	SENP8 inh	EBI2 block	697 NFkB inh	Jurkat NFkB inh	CCR6 antagonist
CCOC(=O)N1CCN(C(=O)CN(Cc2ccc(Cl)cc2)S(=O)(=O)c2ccc(C)cc2)CC1	5	5	4	2	-1	5	5	8
COc1ccc(Cn2c(=O)[nH]c3cc(C(=O)NCCCN4CCCCC4)ccc3c2=O)cc1	11	7	23	-2	3	-1	-2	-4
Cc1ccccc1-c1nnn(CC(=O)N2CCN(C(=O)c3ccco3)CC2)n1	4	1	-4	7	-2	18	11	6
C=CCn1c(SCC(=O)NCC2CCCO2)nc2sc(C)c(C)c2c1=O (centres undefined)	5	1	5	-1	2	8	-3	21
CCOc1cc(CNCCCN2CCOCC2)ccc1OCC(=O)NC(C)(C)C	4	7	3	-3	-4	5	10	5
Cc1cc(=O)[nH]c(SCC(=O)N2CCC(C(N)=O)CC2)n1	-5	6	3	-2	-6	12	-18	-8
CCOC(=O)c1cc(-c2ccc(N3CCOCC3)cc2)nn1-c1ccc(F)cc1F	28	1	6	-4	-6	-4	-9	3
O=C(Cc1ccc(Br)cc1)OCC(=O)N1CCOCC1	1	-10	-4	-4	-6	-23	-11	2
COc1cc(Cl)ccc1OCc1cc(C(=O)N2CCC(N(C)C)C2)no1 (centres undefined)	2	1	11	6	-1	0	-8	3
CC(C)(CO)NCc1cccs1	-12	3	-1	-1	-1	5	3	8
CCO[C@H]1OC(C(=O)N2CCN(C)CC2)=C[C@@H](c2csc3ccccc23)[C@@H]1CCCO	-1	-7	-8	-14	1	-51	-19	16
COC(=O)C1=C(C)N(Cc2ccccc2)C(=O)N[C@H]1CCc1ccccc1	-2	1	4	11	0	16	-4	12
Cc1cc(C)nc(SCC(=O)N/N=C\C(Br)=C\c2ccccc2)n1	1	-3	16	-3	-1	-10	1	-4
O=C(CCS(=O)(=O)c1ccccc1)NNC(=O)COc1ccc(F)cc1	5	7	2	-1	-4	-4	-3	8
COc1cc(-c2ccc3oc(-c4ccsc4)cc(=O)c3c2)cc(OC)c1OC	26	45	30	-4	-9	3	-2	3
CC(C)=CC(=O)N1CCCC(N2CCN(c3ccc(F)cc3)CC2)C1 (centres undefined)	-4	-6	-4	-5	-5	5	-1	11
CC(=O)OCC(=O)[C@H]1CC[C@H]2[C@@H]3CC=C4C[C@@H](O)CC[C@]4(C)[C@H]3CC[C@]12C	1	-2	-1	0	3	11	-11	8
CCOC(=O)C1CCN(C(=O)c2sccc2Cl)CC1	2	3	6	-4	-5	1	-16	8
CC1CCC(NC(=O)c2cccc(S(=O)(=O)N3CCN(c4ccc(F)cc4)CC3)c2)CC1 (centres undefined)	-4	5	35	1	-2	-34	-5	20
CNC(=S)N/N=C/c1c(C)nn(-c2cccc(Cl)c2)c1Cl	2	0	-35	5	23	-1	-16	2
COc1ccc(/C=N/NC(=O)c2ccc(NS(=O)(=O)c3cccs3)cc2)cc1	4	-3	-11	-4	1	-12	-20	3
COCCn1c(C(C)C)nc2ccccc21	2	5	6	-2	2	11	-2	-3
COc1ccc(-c2ncncc2-c2ccc(Cl)cc2)c(O)c1	16	-2	-10	-5	27	-14	-1	5
CCOC(=O)Cn1c(CN2CCN(C(c3ccccc3)c3ccccc3)CC2)nc2c1c(=O)n(C)c(=O)n2C	29	7	12	-5	6	-37	6	16
CCCn1nnc(NC(=O)Cc2ccccc2)n1	-6	2	-12	-8	-9	2	5	14

(list continues)
SMILES	Apaf1 inhib	UBC13 polyUb	Gli-Sufu antag	SENP8 inh	EBI2 block	697 NFkB inh	Jurkat NFkB inh	CCR6 antagonist
CCN1C/C(=C/c2sccc2C)c2nc3ccccc3c(C(=O)O)c2C1	-17	-2	6	-7	-4	11	0	1
CN(CC(=O)Nc1ccc(F)cc1)C(=O)COc1ccc([N+](=O)[O-])cc1Cl	4	-8	21	-4	-3	12	-7	-10
O=C(COc1ccc(Cl)cc1Br)Nc1cccc(S(=O)(=O)N2CCCC2)c1	16	-10	5	-15	-5	17	-6	15
Cc1cc(-c2onc(C)c2C(N)=O)no1	-8	5	8	-3	-10	19	16	0
Cc1ccc[n+](C(C)C(=O)Nc2ccc(C)c([N+](=O)[O-])c2)c1 (centres undefined)	0	5	-2	1	-2	-18	-7	-1
CSc1cccc(NC(=O)Cn2cnc(S(=O)(=O)N3CCCC3)c2)c1	2	5	4	3	-1	-2	0	11
CCOc1cc(/C=C2\SC(=S)N(C(C(=O)O)c3ccccc3)C2=O)ccc1O (centres undefined)	4	-63	6	-3	1	3	-4	50*
CC(C)N1CCN(C(=O)c2cccc(Cl)c2)CC1	-13	3	22	5	0	14	4	11
CCn1c(CCNC(=O)c2ccc(F)cc2)nc2ccccc21	0	-6	8	8	-1	-19	5	11
Cc1c(C(=O)Nc2cc(F)cc(F)c2)cnn1-c1ccccc1	7	-9	-85	-3	6	-157	-144	18
CN1CCC(Oc2ccccc2Sc2ccccc2)CC1	-8	20	2	-12	-15	-8	-8	25
Cn1c(=O)c2[nH]c(COc3ccc(C(C)(C)C)cc3)nc2n(C)c1=O	-8	-21	4	-12	-12	-38	16	4
CCCC(c1nnnn1Cc1ccco1)N1CCN(C2CCCC2)CC1 (centres undefined)	3	1	5	0	4	-5	8	-16
CC(=O)Nc1cccc(Oc2ccc(-c3noc(C)n3)cc2)c1	-5	5	x	-6	0	-122	-70	0
O=C(Nc1ccc(Cl)c(C(F)(F)F)c1)[C@@H]1CC=C[C@@H]2CCN(Cc3ccc(Cl)c(Cl)c3)C(=O)[C@@H]21	9	-18	4	-12	7	9	-2	4
CN(C)c1ccc(/C=C2\C(=N)N3C(=NC2=O)Sc2cc(S(C)(=O)=O)ccc23)cc1	-17	-102	x	-1	x	-26	-12	x
Cc1ccc(C)c(S(=O)(=O)N2CCN(C(=O)Cn3c(C(F)(F)F)nc4ccccc43)CC2)c1	4	5	-21	-3	-4	37*	10	-1
O=C1C2Sc3[nH]c(=O)sc3C(c3ccccc3)C2C(=O)N1c1ccc(Cl)cc1 (centres undefined)	17	-5	6	-14	-1	16	13	26
Cc1c(C)n(C)c2ccc(C(=O)NCCCN3CCCCC3C)cc12 (centres undefined)	18	18	20	0	-4	-5	5	-1
COc1cccc(N2CC(C(=O)Nc3nnc(SCc4cccnc4)s3)CC2=O)c1 (centres undefined)	-5	-11	-2	-5	0	-9	4	-15
Cc1ccc(S(=O)(=O)N(C)C)cc1NC(=O)COC(=O)c1c(-c2ccccc2)noc1C	9	-3	3	-6	-1	4	-2	8
Nc1nccc(/C=C/c2c(Cl)cccc2Cl)n1	-3	5	-6	-2	-6	5	-6	-7
O=C(CN1C(=O)COc2ccccc21)NCCN1CCc2ccccc2C1	-3	5	3	-4	-31	11	18	3
COc1ccc2nc(CC(C)(C)CC(=O)O)c[n+]([O-])c2c1	-11	28	-50	-3	2	14	6	-6
CC(C)CC(=O)N1CCN(S(C)(=O)=O)CC1	4	0	4	-11	-1	-26	-7	1

Remaining list, next part:
SMILES	Apaf1 inhib	UBC13 polyUb	Gli-Sufu antag	SENP8 inh	EBI2 block	697 NFkB inh	Jurkat NFkB inh	CCR6 antagonist
C=CCNC(=O)CN1C(=O)c2cccc3cccc1c23	-13	15	4	-6	-6	-12	-12	-1
CCOc1ccc(S(=O)(=O)N2CCOCC2)cc1NC(=O)CCOc1ccc(C(C)(C)C)cc1	19	-1	17	2	19	-25	8	11
COc1ccc(C2=NOC(C(=O)Nc3cccnc3)C2)cc1 (centres undefined)	-1	-3	-3	-6	8	-2	-2	3
COc1ccc(CCN2C(=O)CC(N3CCC(C(N)=O)CC3)C2=O)cc1OC (centres undefined)	-25	0	5	0	-8	0	-2	-3
CC(=O)COc1ccc2cc(-c3ccccc3)c(=O)oc2c1	5	13	-112	16	3	-181	-135	1
O=C(NC1CCCCC1)C(c1ccccn1)N(C(=O)Cc1cccs1)c1ccc(Cl)cc1 (centres undefined)	15	-9	7	-11	8	-6	-4	-12
COc1ccc(C(=O)Nc2cc(-c3nn4c(C)nnc4s3)ccc2C)cc1	-7	32	16	-1	1	6	4	7
CC[C@@]1(C(=O)OC)N[C@H](CN(C)C(C)=O)[C@@H]2C(=O)N(C)C(=O)[C@@H]21	-17	7	-2	1	-8	17	-4	-9
O=C(Nc1ccccc1C(=O)N1CCCC1)c1ncoc1-c1cccc(Cl)c1	22	4	21	3	-3	9	2	-7
Nc1ncnc2c1ncn2[C@@H]1O[C@H](COP(=O)(O)OP(=O)(O)OP(=O)(O)O)[C@@H](O)[C@H]1O	-40	10	-5	11	-1	17	8	10
CSc1nc(-c2ccccc2)nc(NC(C)=O)c1C(C)=O	-3	7	-8	-5	-1	4	5	6
Cc1ccc(NS(=O)(=O)c2ccc(CCC(=O)NCCCOC(C)C)cc2)cc1	-5	-8	-6	-10	1	-3	-5	-2
O=C(OCC#CCSc1nc2ccccc2o1)c1cc2ccccc2o1	12	-3	13	-6	0	-7	-5	-3
Cc1cc(C)n(-c2ncnc3c2oc2ccccc23)n1	4	2	6	-6	5	-5	-3	7
COC(=O)CNC(=O)COC(=O)c1cc(F)c(F)cc1Cl	-2	-3	0	-2	-1	-1	10	-4
COc1ccc(S(=O)(=O)N(C)C[C@@H]2Oc3c(NS(=O)(=O)c4cn(C)cn4)cccc3C(=O)N([C@@H](C)CO)C[C@@H]2C)cc1	9	-8	24	-11	-7	-1	-4	7
CCOC(=O)N1CCN(C(=O)c2ccc3c(c2)NC(=O)/C(=C/c2ccccc2)S3)CC1	23	0	46	-3	11	-17	5	13
CCOc1ccc(C2/C(=C(\O)c3ccc4c(c3)OCCO4)C(=O)C(=O)N2CCN2CCOCC2)cc1OC (centres undefined)	-4	-12	-11	-13	-3	7	8	5
CCN(CCNC(=O)C1CCCN(S(=O)(=O)c2cnc[nH]2)C1)c1ccccc1 (centres undefined)	-8	-5	1	0	-16	18	11	-5
COc1ccc(NS(=O)(=O)c2cc3c(cc2C)N(C(C)=O)CCO3)cc1OC	-9	-7	0	-1	-2	10	-5	3
CCn1c(-c2csc3c2CCC(C)C3)n[nH]c1=S (centres undefined)	8	-10	4	-2	-1	-21	-6	10
C=CCn1c(SCC(=O)c2c(C)[nH]c3ccccc23)nnc1-c1ccncc1	-2	3	4	2	-4	10	-2	5
O=C(NCCC1=CCCCC1)C1CCC(CNc2c(N3CCCC3)c(=O)c2=O)CC1 (centres undefined)	-16	14	-1	3	0	35	6	9
COc1ccc2nc(SCC(=O)Nc3c(C)cc(C)cc3C)[nH]c2c1	5	2	83*	-7	9	11	-18	3
CC1Cc2ccccc2N1C(=O)Cn1cnc2ccccc21 (centres undefined)	1	1	7	-4	-2	-22	-5	-1
COc1ccc(C(=O)NCc2ccc(N3CCN(C(=O)OC(C)(C)C)CC3)cc2)cc1	16	-9	-11	-5	19	-41	11	12
COc1cc(C2CC(=O)Oc3cc(O)ccc32)cc(OC)c1OC (centres undefined)	10	x	-2	x	-6	7	x	12
CCOC(=O)N1CCN(C(=O)C(NC(=O)c2ccc(CC)cc2)C(C)C)CC1 (centres undefined)	-25	-7	-5	-7	-2	-9	-9	-16
COc1ccc(CCN2CCC(Nc3nc4ccccc4n3Cc3ccc(F)cc3)CC2)cc1	56*	48*	28	-2	-2	-17	48	4
O=c1ncn(-c2cccc(F)c2)c2ncccc12	0	-4	2	-4	-7	19	4	0

Three of the compounds above, field by field:
O=c1ncn(-c2cccc(F)c2)c2ncccc12
  Apaf1 inhib = 0; UBC13 polyUb = -4; Gli-Sufu antag = 2; SENP8 inh = -4; EBI2 block = -7; 697 NFkB inh = 19; Jurkat NFkB inh = 4; CCR6 antagonist = 0

COc1ccc(S(=O)(=O)N(C)C[C@@H]2Oc3c(NS(=O)(=O)c4cn(C)cn4)cccc3C(=O)N([C@@H](C)CO)C[C@@H]2C)cc1
  Apaf1 inhib = 9; UBC13 polyUb = -8; Gli-Sufu antag = 24; SENP8 inh = -11; EBI2 block = -7; 697 NFkB inh = -1; Jurkat NFkB inh = -4; CCR6 antagonist = 7

CCN(CCNC(=O)C1CCCN(S(=O)(=O)c2cnc[nH]2)C1)c1ccccc1 (centres undefined)
  Apaf1 inhib = -8; UBC13 polyUb = -5; Gli-Sufu antag = 1; SENP8 inh = 0; EBI2 block = -16; 697 NFkB inh = 18; Jurkat NFkB inh = 11; CCR6 antagonist = -5
